High-throughput results: PubChem, Sanford-Burnham Center for Chemical Genomics
HKDC1 inhibitor: inhibitors of human hexokinase HKDC1 | inhibition, % at 20 µM | recombinant HKDC1, G6PDH/diaphorase resazurin coupled fluorescence | actives 0.16% (n = 340,000) | Q2TB90;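 active = inhibition above about 35% when tested at 20 µM, limit read from the data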;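 note: plate controls were DMSO wells with enzyme for no effect and DMSO wells lacking enzyme for full effect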
Target sequence (Q2TB90 whole entry, looked up): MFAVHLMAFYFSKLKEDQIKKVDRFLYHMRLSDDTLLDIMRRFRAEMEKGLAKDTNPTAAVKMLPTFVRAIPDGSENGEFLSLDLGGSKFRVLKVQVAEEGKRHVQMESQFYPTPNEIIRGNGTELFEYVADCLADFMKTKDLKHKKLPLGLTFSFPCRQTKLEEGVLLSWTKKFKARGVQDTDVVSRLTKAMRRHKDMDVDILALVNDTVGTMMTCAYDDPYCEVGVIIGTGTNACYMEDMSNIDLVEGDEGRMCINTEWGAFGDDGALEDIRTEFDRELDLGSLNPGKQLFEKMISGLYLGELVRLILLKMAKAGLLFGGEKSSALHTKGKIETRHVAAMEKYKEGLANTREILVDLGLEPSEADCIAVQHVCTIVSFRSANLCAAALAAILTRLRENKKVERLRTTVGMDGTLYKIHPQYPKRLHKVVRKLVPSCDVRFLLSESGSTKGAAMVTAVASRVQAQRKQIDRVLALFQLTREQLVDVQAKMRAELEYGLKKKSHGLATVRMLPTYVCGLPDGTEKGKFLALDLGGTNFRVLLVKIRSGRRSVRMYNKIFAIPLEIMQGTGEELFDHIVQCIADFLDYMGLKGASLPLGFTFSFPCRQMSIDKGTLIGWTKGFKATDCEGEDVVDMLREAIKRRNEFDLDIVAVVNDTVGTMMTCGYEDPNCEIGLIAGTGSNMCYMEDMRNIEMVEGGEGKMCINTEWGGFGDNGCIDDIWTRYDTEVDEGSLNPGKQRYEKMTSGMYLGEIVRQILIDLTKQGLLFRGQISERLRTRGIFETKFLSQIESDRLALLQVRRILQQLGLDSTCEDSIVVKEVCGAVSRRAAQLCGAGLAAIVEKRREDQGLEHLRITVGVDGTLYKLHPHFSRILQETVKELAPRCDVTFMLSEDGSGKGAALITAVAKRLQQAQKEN
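Assay system – recombinant HKDC1 (HK5) hexokinase enzyme, produced in-house · Input – HKDC1 at 5 µg/mL · Reagent – glucose plus 1 mM ATP as hexokinase substrates · Timing – 90 min reaction incubation at room temperature, dark · Measured by – G6PDH/diaphorase-coupled fluorescence, 1 mM NADP, 100 µM resazurin, 525/613 nm · Benchmarks – DMSO-enzyme wells negative, buffer-substituted wells positive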
ATG4B inh: blocks human ATG4B protease cleavage of LC3 substrate; actives 0.51% (n = 340,000); Q9Y4P1; inhibition, % at 8.33 µM; ATG4B cleavage of LC3-PLA2, NBD-HPC fluorescence, 1 h; in the data active = inhibition above about 40%
mIAP block: mouse IAP inhibition. purified mouse IAP, CDP-Star luminescence, 30 min. inhibition, % at 10 µM. actives 0.2% (n = 330,000);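 active = inhibition of at least 40% at 10 µM in the primary screen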;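 note: plate controls were DMSO with enzyme for no effect and no enzyme wells for full effect; values of inactives mirror those of a sister screen read the other way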
hIAP act: increases human intestinal alkaline phosphatase activity. P09923. purified human IAP, CDP-Star luminescence, 30 min; hits give high values; 1 = vehicle-only enzyme, 0 = enzyme-free background. activation factor at 10 µM. actives 0.16% (n = 330,000). AID 2524;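 active = activation factor of the enzyme at least 2-fold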; note: the source names both 10 and 20 µM as test concentration; values of inactives mirror those of a sister screen read the other way
mIAP activ: mouse IAP activation. muIAP, CDP-Star luminescence, 30 min; hits give high values; 1 = vehicle-only enzyme signal, 0 = enzyme-free wells. activation factor at 10 µM. actives 0.24% (n = 330,000);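 active = activation factor of at least 2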; note: the source names both 10 and 20 µM as test concentration; values of inactives mirror those of a sister screen read the other way
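also added = chemiluminescent substrate CDP-Star | test system = mouse IAP enzyme | signal = chemiluminescence readout | compound = DMSO-dissolved test compounds | incubation = 30 min at room temperature | benchmarks = DMSO wells, no-enzyme wells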
APOBEC3A inh: human APOBEC3A DNA deaminase inhibition. recombinant A3A, FAM/TAMRA ssDNA deamination fluorescence. inhibition, % at 20 µM. actives 0.41% (n = 330,000). AID 493011;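 active = at least 40% inhibition at 20 µM here, with at most 30% in a related deaminase screen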;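 note: plate controls were A3A with DMSO for no effect and wells lacking A3A enzyme for full effect; some results filed as inactive read as strong as hits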
Target sequence (P31941 whole entry, looked up): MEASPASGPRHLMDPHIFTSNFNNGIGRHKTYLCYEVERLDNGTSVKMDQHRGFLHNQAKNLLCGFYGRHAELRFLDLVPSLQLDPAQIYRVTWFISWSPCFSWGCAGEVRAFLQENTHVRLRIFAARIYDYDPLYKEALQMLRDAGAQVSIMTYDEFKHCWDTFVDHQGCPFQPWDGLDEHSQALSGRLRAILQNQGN
hIAP block: blocks human intestinal alkaline phosphatase; P09923; purified IAP, CDP-Star luminescence, 30 min; inhibition, % at 10 µM; actives 0.12% (n = 330,000); AID 2544;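 active = inhibition reaching a set limit with compound at 10 µM in the primary screen, cut at about 35% in these data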;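 note: plate controls were DMSO wells with enzyme for no effect and no-enzyme buffer wells for full effect; values of inactives mirror those of a sister screen read the other way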
PfGluPho inh: PfG6PD (Plasmodium falciparum) enzyme inhibition | inhibition, % at 20 µM | AID 504690 | actives 0.78% (n = 350,000) | PfGluPho enzyme, NADPH resazurin-diaphorase fluorescence;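 active = inhibition reaching at least a set limit at 20 µM in the primary screen, cut at about 59% in these data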;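 note: 0% = DMSO wells with substrate and 100% = DMSO wells lacking glucose-6-phosphate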
Active calls of the source: *; & = joins results of further samples.

HKDC1 inhibitor	ATG4B inh	mIAP block	hIAP act	mIAP activ	APOBEC3A inh	hIAP block	PfGluPho inh	molecule
-7	-20	-6	1.1	1.1	7	-7	-8	C=CCN(c1ccccc1)S(=O)(=O)c1cc(C(=O)NC2=NCCS2)ccc1Cl
-3	-4	-3	1	1	1	-1	27	C=CCn1c(SCC(=O)c2ccc(OC)cc2)nnc1-c1ccc2c(c1)OCO2
-7	-5	-5	1.1	1	1	-11	-8	COc1cccc(C(=O)NC2CCN(CC(=O)NCc3ccccc3F)CC2)c1
-2	-3	2	0.94	0.98	-3	6	5	Cc1c(C(=O)NCCc2ccccc2)oc2ccccc12
-6	-9	7	1.7	0.93	-1	-66	14	O=C(Cc1ccc(-c2ccccc2)cc1)NNC(=S)NCc1ccco1
-6	-9	12	0.95	0.88	0	5	6	Cn1ccc2c([N+](=O)[O-])cccc2c1=O
-1	-11	8	0.9	0.92	-2	10	-8	CCC/C(=N\NC(=O)c1ccco1)c1ccc(Cl)s1
-8	2	-10	1.2	1.1	-1	-21	-7	CS(=O)(=O)N(CC(=O)Nc1ccc(S(=O)(=O)N2CCOCC2)cc1)c1ccccc1Br
-3	-10	-9	1.1	1.1	0	-6	-1	COCCCNC(=O)c1ccc2c(c1)ncn2-c1ccccc1OC
-4	23	-16	0.87	1.2	3	13	-13	O=C1C2C(c3ccccc3)=NN(c3ccccc3)C2C(=O)N1c1ccccc1 (stereo not given)
1	7	3	1.2	0.97	3	-16	24	Cc1oc2c(Cl)c(Cl)c(O)c(CN(C)C)c2c1C(=O)c1ccc(Cl)cc1
2	2	4	1.1	0.96	-2	-11	-10	O=C(CN1CCC(C(=O)c2ccc3c(c2)OCCO3)CC1)Nc1ccccc1F
-4	13	11	1.1	0.89	1	-6	38	CC(C)c1ccc(-c2cc(C(=O)N3N=C(C(F)F)CC3(O)C(F)F)c3ccccc3n2)cc1 (stereo not given)
-2	-3	2	1	0.98	-4	0	-10	Cn1ncc(Br)c1C(=O)NC1CCCCCC1
-2	-5	9	1	0.91	-4	-4	20	CC(=O)c1cccc(NC(=O)CN2CCN(Cc3ccccc3)CC2)c1
-2	-10	0	1	1	3	-3	6	COc1ccc(Cc2c(O)nc(SC)n(C(C)=O)c2=O)cc1
-8	-4	-9	1	1.1	-4	-2	2	C=CCn1c(SCC(=O)NCCc2ccccc2)nnc1C(C)NC(=O)c1cccs1 (stereo not given)
1	7	-6	1.1	1.1	1	-10	-7	CCCC[C@@H]1CNCCN1CCc1cccc(F)c1
-9	-4	-6	1.3	1.1	-13	-29	-1	CCOC(=O)C1CCN(c2c(NCCCN(CC)c3ccccc3)c(=O)c2=O)CC1
-2	11	2	0.83	0.98	-1	17	8	C/C(=N\O)c1cc(Cl)cc(Cl)c1O

Compound profiles (already shown).
Cn1ncc(Br)c1C(=O)NC1CCCCCC1 reads HKDC1 inhibitor: -2; ATG4B inh: -3; mIAP block: 2; hIAP act: 1; mIAP activ: 0.98; APOBEC3A inh: -4; hIAP block: 0; PfGluPho inh: -10
Cn1ccc2c([N+](=O)[O-])cccc2c1=O reads HKDC1 inhibitor: -6; ATG4B inh: -9; mIAP block: 12; hIAP act: 0.95; mIAP activ: 0.88; APOBEC3A inh: 0; hIAP block: 5; PfGluPho inh: 6

The listing continues:
HKDC1 inhibitor	ATG4B inh	mIAP block	hIAP act	mIAP activ	APOBEC3A inh	hIAP block	PfGluPho inh	molecule
-9	6	1	0.97	0.99	2	3	-10	Cc1nc(C)c(C(=O)Nc2ccc(C)c(F)c2)o1
2	-1	5	1	0.95	-1	-2	5	COC(=O)/C(C#N)=C/c1ccc(N2CCOCC2)c([N+](=O)[O-])c1
-6	0	6	0.94	0.94	-6	6	10	NC(=O)C1CCN(c2nc(-c3ccc4c(c3)OCCO4)cs2)CC1
-4	0	11	1	0.89	7	-2	18	CC(NC(=O)COC(=O)c1cc([N+](=O)[O-])ccc1N1CCOCC1)c1ccc(F)cc1 (stereo not given)
0	-2	-4	1.1	1	10	-10	-11	CCCCn1c(N)c(N(CCOC)C(=O)C2CCN(S(=O)(=O)c3ccc(C)cc3C)CC2)c(=O)[nH]c1=O
-1	-9	-1	0.97	1	1	3	-3	OCCO
-2	-10	-1	0.91	1	0	9	5	CC(=O)N1CCN(c2ccc(S(=O)(=O)N3CCCCC3)cc2[N+](=O)[O-])CC1
-4	-3	-16	1.1	1.2	-5	-8	2	COc1ccc(Cn2nnnc2CN2CCC(O)(c3ccccc3F)CC2)cc1
-7	-9	5	0.94	0.95	-4	6	10	O=[N+]([O-])c1ccc(CN2CCCCCC2)s1
-5	9	-10	1.2	1.1	7	-20	23	CCn1c(CN2C(=O)CSc3ccccc32)n[nH]c1=S
-4	0	5	1	0.95	-1	-4	0	Cc1cc(=O)n(C(C)(C)C)c(=O)n1Cc1ccccc1
6	-2	1	1.1	0.99	1	-7	-3	CC(=O)N(C)c1ccc(NC(=O)c2ccc([N+](=O)[O-])cc2Cl)cc1
-5	-1	-9	1.3	1.1	-2	-28	-4	COc1ccc2nc(SCc3cnc(C)nc3N)[nH]c2c1
-6	-10	-6	1	1.1	-2	0	9	NC(=O)c1cc(S(=O)(=O)NCCCc2ccco2)cs1
7	-1	5	0.96	0.95	5	4	-4	CCN(CC)C(=O)c1cc2c(=O)n3ccccc3nc2s1
8	5	11	0.93	0.89	-2	7	12	COc1ccc2ccc(O)c(CN3CCN(S(=O)(=O)c4cc([N+](=O)[O-])ccc4C)CC3)c2c1
-6	-5	-1	0.87	1	-1	13	9	CC(=O)c1cccc(NC(=O)Cn2cc3c(n2)CCCC3)c1
-5	-5	17	1	0.83	-2	-4	-3	C=CCC[C@H](Cc1ccc(F)cc1)C(=O)OC[C@H](C)NC(=O)[C@H](CC=C)CC(=O)NCCO
-4	5	2	0.97	0.97	2	3	-15	Nc1nc(Cl)nc2c1ncn2C1CC(O)C(CO)O1 (stereo not given)
-2	3	2	1.1	0.98	0	-8	6	Cc1cccn2c(=O)c3cc(C(=O)N4CCN(C(=O)c5ccco5)CC4)n(C)c3nc12
-6	-4	6	0.83	0.94	4	17	-4	COC(=O)CSc1nc(-c2ccccc2)nc2ccccc12
1	-8	2	1	0.98	-3	-3	0	CC1(C)CC(=O)C(C(=S)Nc2ccccc2)=C(NCCN2CCOCC2)C1
-4	4	-1	1.3	1	-14	-30	-6	Cc1cc(=O)[nH]c(SCc2nnc(-c3ccccc3)o2)n1
-6	-5	4	1.5	0.96	-3	-46	-2	CC(C)n1nnnc1SCC(=O)NC1CCCC1
-5	-4	-4	1	1	1	-3	1	CN1CCN(C(=O)c2ccc(F)c(F)c2)CC1
1	6	6	0.84	0.94	1	16	42	Cn1cc(/C=N/NC(=O)c2ccc(C#N)cc2F)c2ccccc21
8	5	6	0.85	0.94	1	15	7	N#Cc1ccccc1S(=O)(=O)N1CCN(C(=O)c2cc(-c3ccccc3)nn2-c2ccccc2)CC1
-10	-2	5	1.1	0.95	0	-6	15	COC(=O)CCC(=O)NS(=O)(=O)c1ccc(N=NN2CCOCC2)cc1
-8	-5	3	0.98	0.97	-4	2	15	Cc1occc(=O)c1OCc1ccccc1
-6	1	1	1.1	0.99	-2	-11	-6	Cc1c(Cl)c([N+](=O)[O-])nn1CC(=O)N1CCN(Cc2ccccc2)CC1
-10	3	11	1	0.89	-4	-4	-13	Cc1ccc(N2C(=O)C(Cc3ccccc3)NC2=S)cc1 (stereo not given)
-5	2	-3	1	1	-7	-1	-10	O=C(NN1CCOCC1)c1ccccc1Br
10	-1	-5	1	1.1	-2	-2	29	Cc1cc(C)nc(NN=C(c2ccccc2)c2ccccc2)n1
-5	-3	-3	1.1	1	-5	-13	0	COc1ccc(Cc2nnc(SCC(=O)Nc3ccc(N4CCOCC4)cc3)n2C)cc1
-2	-3	2	1.1	0.98	-3	-7	-12	CCOC(=O)c1sc(=NC(=O)c2cc(OC)c(OC)c(OC)c2)n(C)c1C
3	0	12	1.2	0.88	1	-19	7	C=CCn1c(=O)c2ccccc2n2c(SCc3nc(N)nc(Nc4ccccc4C)n3)nnc12
-3	-5	0	1	1	-2	-2	0	CCn1cc(-c2csc(N)n2)c(C)n1
2	-4	-3	0.99	1	-4	1	-5	O=C(CN(Cc1ccc(F)cc1)C(=O)CNS(=O)(=O)c1ccc(Cl)cc1)NCC1CCCO1 (stereo not given)
-10	-12	6	1.1	0.94	-2	-13	-4	O=C(CN1CCCCCC1)NCCc1ccc(F)cc1
3	3	10	0.94	0.9	-3	6	4	O=C(NC1CCCCCC1)c1cc(-c2ccccn2)nc2ccccc12
-4	0	9	1.3	0.91	-4	-30	0	Cc1cc(NC(=O)c2ccc(Cl)cc2)n(-c2ccccc2)n1
-1	2	2	1.1	0.98	-1	-9	3	O=C(NC1CC1)c1c(O)c2ccccc2[nH]c1=O
4	-3	5	0.8	0.95	2	20	-33	CCN(CC)S(=O)(=O)c1ccc(-c2nnc(SCC(=O)Nc3ccc(OC)cc3)o2)cc1
0	-1	-15	0.9	1.1	-1	10	-5	CC(=O)Nc1ccc(C(O)(C(F)(F)F)C(F)(F)F)cc1
-2	4	3	0.93	0.97	0	7	-13	COc1ccc(C)cc1NC(=O)CCCN1C(=O)CCC1=O
-7	4	-5	0.92	1.1	0	8	15	COc1cccc(NC(=O)c2ccc(-n3cccn3)nc2)c1
-8	0	8	1.1	0.92	2	-13	23	COc1ccccc1CNC(=O)C1CCN(C(=O)NC2CCCCC2)CC1
2	-1	8	0.88	0.92	5	12	26	N#Cc1cccc(NC(=O)COC(=O)c2ccccc2C(=O)c2ccc(Cl)c([N+](=O)[O-])c2)c1
-5	3	8	0.92	0.92	0	8	-11	O=C1CC(c2ccccc2)=NN1c1ccc([N+](=O)[O-])cc1
2	-3	3	1.1	0.97	-2	-7	8	COc1cc(NC(=O)C2=C(N3CCOCC3)/C(=C\c3ccc(N(C)C)cc3)CCC2)cc(OC)c1OC

Next part
HKDC1 inhibitor	ATG4B inh	mIAP block	hIAP act	mIAP activ	APOBEC3A inh	hIAP block	PfGluPho inh	molecule
-3&-1	8&1	5&-3	0.88&0.98	0.95&1	-2&1	12&2	3&19	CSc1ccc2c(c1)C(N1CCN(C)CC1)Cc1ccccc1S2 (stereo not given)
4	-30	-13	0.98	1.1	-2	2	29	C=CCC[C@H](Cc1ccc(F)cc1)C(=O)OC[C@H](Cc1c[nH]c2ccccc12)NC(=O)[C@H](CC=C)CC(=O)NCCO
-2	-2	-4	0.98	1	0	2	-7	Cc1cc(=O)[nH]c2c1cnn2Cc1ccccc1
-5	-9	4	0.89	0.95	-3	11	-15	Cc1nc2cc(NCc3cc([N+](=O)[O-])ccc3O)ccc2n1Cc1ccccc1
-2	-11	-5	1.5	1.1	-4	-50	-2	COc1ccccc1OCC(=O)NNC(=O)C1CCN(c2ncnc3sc(C)c(C)c23)CC1
-5	1	-4	0.77	1	-4	24	10	COc1ccccc1C(=O)Nc1ccnn1C1CCN(C(=O)C2CCOC2)CC1 (stereo not given)
-8	-5	0	0.89	1	2	11	15	COc1cc(C(=S)N2CCOCC2)cc(OC)c1O
-5	-8	-1	0.89	1	-4	11	-4	Cc1ccc(CCNc2ccccc2C)cn1
1	1	4	0.87	0.95	-1	13	0	COc1ccc(-c2cn3nc(SCC(=O)NC4CCCCC4)ccc3n2)cc1
-4	2	5	0.93	0.95	-2	7	-8	COc1cccc(N2CCN(CC(=O)NC(C)c3ccccc3)CC2)c1 (stereo not given)
9	1	-3	0.94	1	-2	6	-17	OCC1CCCN1C(=S)Nc1ccccc1 (stereo not given)
